# Bioassay records: PubChem, National Center for Advancing Translational Sciences (NCATS)
# FUS suppressor: qHTS for Suppressors of FUS Proteinopathy: Primary screen using FUS-linked yeast assay | S. cerevisiae FUS-expressing, growth rescue, OD600, 24 h | Potency, µM (top dose mostly 76.6 µM), inactives show at the highest dose growth rescue (activation), most hits filed as activators | 0.24% of 390,000 active | AID 1347120, 2019;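 note: potency is the fitted concentration of half-maximal effect; plate controls were DMSO vehicle for no effect and reference control for full effect; nearly all actives have a fitted effect of over 55% in size; some results filed as inactive show a strong effect at the top dose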
#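 Compound concentration series was pinned onto galactose-induced FUS-expressing yeast seeded at OD 0.005. Plates sat 24hr at 30C; absorbance at 600 nm gave growth. DMSO served as background control.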
# TDP-43 yeast inh: qHTS of TDP-43 Inhibitors; 1.8% of 410,000 active; Potency, µM (titrated, usually from 46.1 µM), for inactives: at the highest dose growth rescue (activation), actives largely listed as activators; TDP-43 expressing yeast growth rescue, BacTiter-Glo, 24 h; note: potency is the fitted concentration of half-maximal effect; % of control where 0% means no effect; nearly all actives have a fitted effect of over 50% in size
#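 Yeast expressing TDP-43 (pregrown in raffinose, seeded at OD600=0.02 in galactose medium) exposed to compounds 24 hr at 30 deg C. Growth read by BacTiter-Glo luminescence; rescue of toxicity appears as increased signal.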
# Mm-Cpn inhibitor: Inhibitors of TCP-1 ring complex (TRiC) of Methanococcus maripaludis (MmCpn): qHTS. Chaperonin Mm-Cpn (Methanococcus maripaludis). purified Mm-Cpn ATPase, ADP Transcreener TR-FRET. Potency, µM (doses to about 76.9 µM), without a hit: at the highest dose activity, negative = inhibition, usual class: inhibitors. 0.031% of 330,000 active. AID 504842, 2011; note: potency is the fitted concentration of half-maximal effect; % is set by controls: 0 for no effect and ±100 for the full control effect; nearly all actives have a fitted effect of over 80% in size
#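 Reaction buffer contained 30 mM Tris pH 7.4, 100 mM KCl, 5 mM MgCl2 and 1 mM DTT. Mm-CPN (25 nM final) hydrolysed 10 uM ATP over 30 min at 37°C; ADP was read by HTRF.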
# GLP1R cytotox: qHTS of GLP-1 Receptor Inverse Agonists: Cytotox Screen | 0.13% of 410,000 active | AID 624418, 2012 | Potency, µM (titrated, usually from 38.3 µM), for inactives: top-dose activity change, negative = inhibition, hits mostly inhibitors | HEK293 cAMP-luciferase reporter cells, luminescence, 24 h;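 note: loss of luciferase light is scored as toxicity; potency is the fitted concentration of half-maximal effect; % is set by controls: 0 for no effect and ±100 for the full control effect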
#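 1536-well qHTS counterscreen of the MLSMR; 200 cells/uL, 12 h pre-incubation, 23 nL cpd, 24 h at 37 deg C 5% CO2, luciferase detection reagent, 12 min RT, luminescence. Inhibition = undesired.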
# Akt phos inh: HTS Assay for Inhibitors of Akt Phophorylation: Primary Screen; Neuro2A IGF-stimulated pAkt S473 HTRF, 20 min; active compounds read low; activity change, % for hits at 50 µM; 0.32% of 360,000 active; AID 651550, 2012; in the data active = activity change below about -80%; inconclusive = mostly about -51% to -80%; note: % is set by controls: 0 for no effect and ±100 for the full control effect
#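 Neuro2A cells in DMEM with 0.5% FBS, overnight at 37 deg C, given compound at single 50 µM final, then IGF (6 nM final) for 20 min at 37 deg C. Lysed; phospho-Akt Ser473 by HTRF after 24 h, 665/615 ratio.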
# Abeta yeast res: qHTS for compounds that reverse cellular toxicity of Amyloid beta (A-beta) peptide in yeast: Primary Screen | yeast expressing A-beta42, growth rescue, OD600, 48 h; response scale: 0% DMSO, 100% iron-clioquinol control | Potency, µM (top dose mostly 46.1 µM), for the others: at the highest dose growth rescue, hits mostly activators | 0.063% of 410,000 active | AID 1347071, 2019; note: potency is the fitted concentration of half-maximal effect; nearly all actives have a fitted effect of over 55% in size
#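 Growth rescue measured by 600 nm absorbance after 48 h yeast culture at 30 C with compound. Values normalized between DMSO and an equimolar ferric chloride plus clioquinol control.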
# GLP1R inv ag: qHTS of GLP-1 Receptor Inverse Agonists (Inhibition Mode). Glucagon-like peptide 1 receptor (Homo sapiens), P43220. HEK293 GLP-1R CRE-luciferase, luminescence, 24 h; GLP-1R form is constitutively active. Potency, µM (highest dose often 38.3 µM), for the others: at the top dose activity change, negative = inhibition, hits mostly inhibitors. 1.6% of 410,000 active; note: potency is the fitted concentration of half-maximal effect; % is set by controls: 0 for no effect and ±100 for the full control effect; nearly all actives have a fitted effect of over 55% in size
# Target sequence (P43220 whole entry, looked up): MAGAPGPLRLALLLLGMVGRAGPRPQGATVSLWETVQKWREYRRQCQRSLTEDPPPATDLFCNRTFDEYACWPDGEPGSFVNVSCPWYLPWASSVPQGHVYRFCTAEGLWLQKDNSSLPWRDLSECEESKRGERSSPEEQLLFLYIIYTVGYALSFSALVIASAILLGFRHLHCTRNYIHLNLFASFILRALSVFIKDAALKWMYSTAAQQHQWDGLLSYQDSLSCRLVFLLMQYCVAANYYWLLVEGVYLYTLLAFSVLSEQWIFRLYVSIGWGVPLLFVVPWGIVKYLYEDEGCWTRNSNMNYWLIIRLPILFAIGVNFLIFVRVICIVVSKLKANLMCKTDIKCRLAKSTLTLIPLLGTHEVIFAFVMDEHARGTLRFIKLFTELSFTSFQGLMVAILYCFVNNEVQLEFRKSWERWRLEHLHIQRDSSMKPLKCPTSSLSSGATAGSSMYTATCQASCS
#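 Assay principle: reduced luminescence from a cAMP-responsive reporter in HEK293 cells co-expressing a constitutively active GLP-1R. Conditions: 24 hr compound incubation, 37 deg C, 5% CO2.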
# aSyn yeast inh: qHTS of alpha-syn Inhibitors; Yeast expressing alpha-synuclein, growth rescue, BacTiter-Glo, 24 h; Potency, µM (doses to about 46.1 µM), inactives show at the highest dose growth rescue (activation), most hits filed as activators; 0.14% of 370,000 active; AID 652106, 2013; note: potency is the fitted concentration of half-maximal effect; % of control where 0% means no effect; nearly all actives have a fitted effect of over 65% in size
#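 Screening used galactose-induced yeast with toxic alpha-synuclein levels, exposed to compound for 24 hr at 30 deg C. Cell growth, read with BacTiter-Glo luminescence, gave the measured signal.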
# PTHR1 agonist: qHTS for PTHR1 Agonists: Primary Screen; Parathyroid hormone/parathyroid hormone-related peptide receptor (Homo sapiens), Q03431; HEK293 GP2 PTHR1 cells, GloSensor cAMP luminescence, 1 h; 0.075% of 410,000 active; Potency, µM (series often up to 115 µM), without a hit: top-dose activation, actives largely listed as activators; AID 743266, 2014; note: potency is the fitted concentration of half-maximal effect; nearly all actives have a fitted effect of over 55% in size; some results filed as inactive show a strong effect at the top dose; inactives centre near -15; many of its hits are not listed in these tables
# Target sequence (Q03431 whole entry, looked up): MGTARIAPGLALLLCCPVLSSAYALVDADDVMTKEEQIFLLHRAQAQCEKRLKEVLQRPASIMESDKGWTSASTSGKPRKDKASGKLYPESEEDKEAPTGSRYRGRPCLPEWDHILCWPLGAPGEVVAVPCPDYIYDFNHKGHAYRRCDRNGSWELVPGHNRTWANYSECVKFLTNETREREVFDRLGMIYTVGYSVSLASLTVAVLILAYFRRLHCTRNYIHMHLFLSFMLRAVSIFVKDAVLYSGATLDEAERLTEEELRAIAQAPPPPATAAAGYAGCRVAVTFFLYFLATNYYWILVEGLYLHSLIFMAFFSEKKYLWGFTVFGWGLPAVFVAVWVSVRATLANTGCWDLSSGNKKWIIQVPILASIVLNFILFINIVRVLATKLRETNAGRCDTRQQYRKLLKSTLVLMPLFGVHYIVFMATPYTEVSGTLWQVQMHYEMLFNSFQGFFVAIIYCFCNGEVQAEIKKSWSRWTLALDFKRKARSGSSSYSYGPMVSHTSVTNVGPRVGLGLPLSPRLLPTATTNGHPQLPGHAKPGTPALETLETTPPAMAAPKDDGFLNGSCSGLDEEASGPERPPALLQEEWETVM
#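 HEK-293-derived GP2 cells expressing PTHR1 and a GloSensor cAMP reporter, 3,000/well, plated overnight, given luciferin plus IBMX (each 0.5 mM as added) for 1 h at 37 °C, then compound for 1 h at 37 °C. Luminescence was read after 15 min at room temperature.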
# The depositor's hits bear a star; i = inactive; ? = inconclusive; / = not tested or not shown; [ ] = remark or other dose. Unless noted, calls come from the whole dose curve; as a rule, active = well fitted curve in the direction sought with a large enough effect; inconclusive = small, poorly fitted or top-dose-only effect, or another doubt; inactive = no such curve, though single readings can be large; an effect the other way counts as inactive or inconclusive. These rows are one share of the data; rates above refer to the full screens.
# Results follow in this order: Mm-Cpn inhibitor | Abeta yeast res | PTHR1 agonist | Akt phos inh | GLP1R cytotox | aSyn yeast inh | GLP1R inv ag | FUS suppressor | TDP-43 yeast inh
COc1ccc(C2=NO[C@@H]3C(=O)N(c4c(C)cccc4C)C(=O)[C@H]23)cc1OC
  1% | -11% | -63%[inhibitor][57.5 µM] | i | 1% | 20% | 55%[activator] | 28% | 18%
COc1ccc(-n2c(N)c(-c3nc4ccccc4n3C)sc2=S)cc1
  -3% | 1% | -23%[57.5 µM] | i | 24% | -6% | 18% | -7% | 8%
O=[N+]([O-])c1ccc(-c2nn(-c3ccccc3)cc2/C=N/n2c(-c3cccs3)n[nH]c2=S)cc1
  1% | 3% | i | i | 7% | -1% | 15% | 19% | -21%[1.82 µM]
Cc1cc(C)c(C#N)c(SCC(=O)c2cccs2)n1
  -4% | -4% | -79%[inhibitor] | i | 131%[activator] | 12% | 0% | 25% | 2.8µM*
N#CC1=C(N)C(C#N)(C#N)C(c2cccnc2)C2CN(C(=O)OCc3ccccc3)CC=C12 (stereo unspecified)
  -4% | -8% | -14%[57.5 µM] | i | 2% | -1% | 66%[activator] | -5% | 8%
[O-][n+]1c2ccccc2c2n1CCN1CCOC21c1ccc(Cl)cc1 (stereo unspecified)
  -1% | -1% | -4% | i | 3% | -1% | -14% | -6% | ?
CCC(C)NC(=O)c1ccc(CSCc2ccc(Cl)cc2)o1 (stereo unspecified)
  1% | -13% | -30%[inhibitor] | i | 24% | -1% | ? | 22% | 29%
O=C(Nc1cc(Cl)cc(Cl)c1)c1ccc(F)c(S(=O)(=O)NCc2ccccc2Cl)c1
  / | -1% | -44%[inhibitor] | / | -17% | / | ? | 27% | 13%
CCc1nn(-c2ccccc2)c(=S)c2ccccc12
  1% | -4% | i | i | -4% | 19% | 9% | 15% | 29%
C=C(C)CSc1nc(N)c2c(C)c(C)sc2n1
  -3% | -27% | i | i | 4% | 0% | 7% | 6% | -12%
COc1cc(OC)c(NS(=O)(=O)c2c(C)nc3sc(C)cn3c2=O)cc1Cl
  / | -4% | -55%[inhibitor] | / | -5% | / | -9% | -1% | 6%
CCC1CCCCN1C(=O)c1ccc2nc(Cc3ccc(OC)cc3)oc2c1 (stereo unspecified)
  1% | 10% | -73%[inhibitor] | i | -2% | 2% | -30% | 45% | 20%
CCOc1cc(N2CCOCC2)c(OCC)cc1NC(=O)CN1C(=O)NC(Cc2ccccc2)C1=O (stereo unspecified)
  0% | 5% | i | i | 1% | 1% | -2% | 5% | 2%
Cc1cccc(NS(=O)(=O)c2nnc(NC(=O)c3ccc(Cl)cc3)s2)c1
  0% | -12% | -20% | i | -4% | -2% | ? | 12% | 2%
CSCCC(NC(=O)c1ccccc1)C(=O)N(C)CC(=O)Nc1ccc(N2CCOCC2)cc1 (stereo unspecified)
  3% | 9% | i | i | -7% | 10% | 12% | / | 6%
Cc1cccc(NC(=O)CNC(=O)CCc2nc3sc4c(c3c(=O)[nH]2)CCCC4)c1C
  -2% | 7% | i | i | 1% | -7% | 18% | 24% | -16%
CC(C)Cc1nnc(NS(=O)(=O)Cc2ccccc2)s1
  0% | 2% | -10%[57.5 µM] | i | 8% | 13% | 1% | -2% | -7%
COc1ccccc1CNC(=O)CCc1c(C)c2ccc(OC)c(C)c2oc1=O
  / | 9% | -16% | / | 1% | / | 14% | -12% | 0%
O=C(C1=C[C@@H](c2ccc(Br)cc2)C[C@@H](OCCCCO)O1)N1CCN(Cc2ccc3c(c2)OCO3)CC1
  / | -3% | -31%[inhibitor] | i | -17% | -4% | 9% | 18% | 18%
COc1ccc(OC)c(N(CC(=O)Nc2ccccc2)S(C)(=O)=O)c1
  -2% | 5% | i | i | 4% | 5% | 21% | -6% | -13%
CN(C)Cc1c(O)ccc2c(=O)c(-c3ccccc3)c(C(F)(F)F)oc12
  -1% | 11% | i | i | 5% | 4% | -7% | -14% | 10%
CN(C)CCN(C(=O)C1CCN(S(=O)(=O)c2cccs2)CC1)c1nc2ccc(F)cc2s1
  -1% | -9% | -34% | i | 5% | 4% | ? | 7% | 20%
Cc1ccc(-c2nnn(CC(=O)N(CC(=O)NC3CCCC3)c3cccc(F)c3)n2)o1
  -1% | 12% | -7% | i | -13% | 0% | -5% | 20% | -6%
CC1CN(C(=O)CCC(=O)NCCc2ccccc2)c2ccccc2O1 (stereo unspecified)
  1% | 5% | 5% | i | 6% | 0% | -23% | -12% | 8%
Fc1cccc(Cl)c1Cn1nnc2c(N3CCC4(CC3)OCCO4)ncnc21
  -1% | -3% | -32%[inhibitor] | i | 6% | 0% | -2% | -5% | 2%
COC(=O)[C@]1(C)N[C@H](CN(C)C(=O)NC(C)C)[C@@H]2C(=O)N(C)C(=O)[C@@H]21
  0% | -8% | -21% | i | -3% | -2% | 14% | -20% | 0%
Cc1cc(C)cc(N(CC(=O)NC2CCCC2)C(=O)CCC(=O)Nc2cc(C)on2)c1
  0% | 0% | i | i | 11% | 0% | -9% | -6% | 7%
O=C(CSc1ccc(F)cc1)NC12CC3CC(CC(C3)C1)C2
  -1% | 12% | i | i | -7% | 7% | ? | -3% | -16%
CN1C2CCC1CC(NC(=O)c1cc(S(=O)(=O)N(C)C)c(Cl)cc1Cl)C2 (stereo unspecified)
  3% | 9% | 28% | i | -2% | -7% | 15% | 3% | 23%
C=CCc1c(C)nc(SCC(N)=O)[nH]c1=O
  1% | 2% | -10%[57.5 µM] | i | 4% | -11% | -2% | 3% | -4%
CCCSc1nc(=S)n(Cc2ccccc2)c(C)c1C(C)=O
  1% | 19% | -14% | i | -6% | -4% | ? | 7% | -9%
COc1ccc(/C=C/C(=O)NNc2c(F)c(F)cc(F)c2F)cc1OC
  -1% | 3% | -10%[57.5 µM] | i | -1% | 4% | 15% | 44% | 0%
CCOC(=O)N1CCN(C(=O)c2ccc3nc4cc(Cl)ccc4c(=O)n3c2)CC1
  / | -1% | 11% | i | 18% | -3% | 0% | ? | -25%
COC(=O)c1c(C)[nH]c(C(=O)C(C)Sc2nnc(-c3cc(OC)c(OC)c(OC)c3)o2)c1C (stereo unspecified)
  -1% | 3% | -1% | i | -16% | -11% | 7% | 7% | -14%
CC(Oc1ccc(Cl)cc1Cl)c1ccnc2nc(N3CCOCC3)nn12 (stereo unspecified)
  1% | ? | -15% | i | 4% | 6% | ? | 30% | ?
CCOC(=O)N1CCN(C(=O)CSc2nc3c(cnn3-c3ccc(Cl)cc3)c(=O)[nH]2)CC1
  1% | -3% | i | i | 3% | -4% | 10% | 2% | ?
CC(C)(C)N(NC(=O)Nc1ccc(Cl)c(Cl)c1)C(=O)c1ccccc1
  -16% | 3% | -19%[57.5 µM] | i | ? | -9% | ? | -5% | 1%
CN1CCN(CCCNC(=S)Nc2ccc(F)c(Cl)c2)CC1
  3% | -2% | i | i | -6% | -4% | ? | -10% | -2%
O=C(Nc1ccc(F)cc1)c1ccc(-n2ccnc2)nc1
  -4% | 25% | -16%[57.5 µM] | i | 4% | 4% | 49%[activator] | 21% | -1%
Nc1c(C(=O)N/N=C/c2ccc([N+](=O)[O-])cc2)sc2nnc(-c3ccccc3)c(-c3ccccc3)c12
  -2% | 3% | -1% | i | -5% | 1% | -16% | -26% | 7%
COc1cc(Cn2c3ccc(NC(=O)CC(C)(C)C)cc3c(=O)n2C)ccc1F
  / | -9% | i | i | -2% | -2% | -15% | -12% | 25%
O=C(NCCN1CCCC1)C1CCC(=O)N(CCCN2CCOCC2)C1 (stereo unspecified)
  2% | 17% | -2% | i | 0% | -1% | 2% | 30% | 0%
COCCN(CC1CCCN(C2Cc3ccccc3C2)C1)C(=O)CSC (stereo unspecified)
  -2% | -17% | i | i | 6% | -4% | 0% | -5% | -37%
Cn1cc(/C=C2\SC(=O)N(c3ccccc3)C2=O)c2ccccc21
  1% | 13% | i | i | 13% | 2% | 20% | -18% | 18%
CCOC(=O)C(Sc1nnc2c3ccccc3n(CC)c2n1)C(=O)OCC
  -2% | -24% | -7%[57.5 µM] | / | 4% | 0% | 111%[activator] | ? | -3%
CCOC(=O)C1(Cc2cccc(OC)c2)CCN(Cc2cnc(C)s2)CC1
  4% | 8% | -13% | i | 4% | -3% | -28% | 10% | -15%
CCn1cc(CCC(=O)NCc2ccc(C)cc2)c2ccccc21
  / | 20% | -57%[inhibitor] | / | 3% | / | ? | -9% | 42%
COc1cccc(CN(C)C(=O)CC2C(=O)NCCN2C2Cc3ccccc3C2)c1 (stereo unspecified)
  0% | 8% | i | i | 11% | -3% | 9% | 7% | 14%
O=C(O)c1cccc(-n2cccc2/C=C2/SC(=O)N(CC(=O)N3CCCC3)C2=O)c1
  1% | 0% | -24% | i | ? | 2% | -14% | 27% | -3%
CCOC(=O)C1CCN(S(=O)(=O)c2ccc3c(c2)N(C(C)=O)CCO3)CC1
  0% | 4% | -7% | i | 0% | 0% | -15% | 0% | -10%
